EZH2 inh = EZH2 (human) methyltransferase inhibition; Q15910; PRC2 H3K27 methylation, DELFIA TRF, 1 h; inhibition, % at 12.5 µM; 57,000 compounds, 0.35% hits; AID 651548;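 active = mean inhibition of replicates at least 50% and every single replicate also reaching 50%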;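 note: dimethyl H3K27 on biotinylated H3 21-44 peptide detected by antibody; plate controls were median neutral control wells for no effect and median positive control wells for full effect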
IDH1 R132H inh = IDH1 R132H (human) inhibition. IDH1 R132H reductase, diaphorase/resazurin fluorescence, 60 min. O75874. inhibition, % at 10 µM. 70,000 compounds, 0.18% hits; in the data active = inhibition above about 34%;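 note: 0% = DMSO and 100% = no enzyme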
Target sequence (O75874 whole entry R132H): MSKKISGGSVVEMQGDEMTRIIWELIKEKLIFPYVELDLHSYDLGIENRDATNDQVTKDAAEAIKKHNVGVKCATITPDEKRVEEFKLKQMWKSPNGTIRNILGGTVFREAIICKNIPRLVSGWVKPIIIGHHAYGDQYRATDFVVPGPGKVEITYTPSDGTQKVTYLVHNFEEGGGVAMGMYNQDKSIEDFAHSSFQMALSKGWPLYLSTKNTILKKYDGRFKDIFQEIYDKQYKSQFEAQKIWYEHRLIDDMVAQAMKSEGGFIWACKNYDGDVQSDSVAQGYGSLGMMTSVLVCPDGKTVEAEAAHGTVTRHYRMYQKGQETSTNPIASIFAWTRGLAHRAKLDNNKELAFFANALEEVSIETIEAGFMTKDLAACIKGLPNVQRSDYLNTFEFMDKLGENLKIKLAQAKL
Active calls of the source: *; / = not tested or not shown. Some of the compounds tested; rates above refer to the full screens.

Values run as follows: EZH2 inh, IDH1 R132H inh
CC(=O)c1ccc(NC(=O)CSc2nc(O)c(-c3ccccc3)c(=O)[nH]2)cc1
→ -12.3, 0.0
O=c1c(O[C@@H]2OC[C@H](O)[C@H](O)[C@H]2O)c(-c2ccc(O)c(O)c2)oc2cc(O)cc(O)c12
→ 68.7*, -0.8
C[C@H](CO)N1C[C@H](C)[C@@H](CN(C)S(=O)(=O)c2ccc(Cl)cc2)Oc2ccc(NC(=O)Cn3cnnn3)cc2CC1=O
→ /, 0.2
C[C@H]1CN([C@@H](C)CO)C(=O)c2cc(-c3ccccc3F)cnc2O[C@H]1CN(C)Cc1ccccc1F
→ /, 0.2
C[C@@H]1CN([C@@H](C)CO)C(=O)c2cc(-c3ccc(F)cc3)cnc2O[C@@H]1CN(C)C(=O)CN(C)C
→ /, -0.1
O=C(Nc1ccccc1C(=O)O)c1cccc(S(=O)(=O)Nc2cccc(C(F)(F)F)c2)c1
→ 17.5, -0.7
C[C@H](CO)N1C[C@H](C)[C@@H](CN(C)CC2CC2)Oc2ccc(NC(=O)c3ccncc3)cc2CC1=O
→ 0.2, 2.6
Cc1noc(C)c1NC(=O)N(C)C[C@@H]1OCCCC[C@H](C)Oc2ccc(NC(=O)CCC(F)(F)F)cc2C(=O)N([C@H](C)CO)C[C@H]1C
→ /, 2.7
C[C@@H]1CCCCO[C@H](CN(C)CC2CC2)[C@H](C)CN([C@@H](C)CO)C(=O)c2cc(NC(=O)CCC(F)(F)F)ccc2O1
→ /, 3.1
COCCNC(=O)C[C@H]1C[C@@H]2c3cc(NC(=O)Nc4ccc(OC)cc4)ccc3O[C@@H]2[C@H](CO)O1
→ 6.1, -0.3
CCC(=O)Nc1ccc2c(c1)OC[C@@H](C)N(Cc1ccccn1)C[C@@H](C)[C@@H](OC)CN(C)C2=O
→ 4.1, 0.1
COc1ccc(S(=O)(=O)Nc2ccc3c(c2)CC(=O)N([C@H](C)CO)C[C@@H](C)[C@@H](CN(C)S(=O)(=O)c2ccc(Cl)cc2)O3)cc1
→ /, 1.7
CCc1cccc(C)c1NC(=O)CSc1nnc(-c2ccncc2)n1-c1ccc(C)cc1
→ -5.9, 1.2
CC(C)(C)c1cc(-c2csc(-c3ccno3)n2)cc(C(C)(C)C)c1O
→ -222.8, 0.1
CCCNC(=O)N(C)C[C@@H]1Oc2cc(C#Cc3cccc(F)c3)ccc2S(=O)(=O)N([C@H](C)CO)C[C@@H]1C
→ -4.8, -0.3
C[C@H](CO)N1C[C@H](C)[C@H](CN(C)S(=O)(=O)c2ccccc2)Oc2ccc(NC(=O)Nc3ccc(F)cc3)cc2C1=O
→ -7.2, -2.5
C[C@H](CO)N1C[C@H](C)[C@@H](CN(C)S(=O)(=O)c2ccc(Cl)cc2)OCCCC[C@H](C)Oc2ccc(N(C)C)cc2C1=O
→ 6.8, /
COc1ccccc1NC(=O)N[C@@H]1CC[C@@H](CCn2cc(-c3ccccc3OC)nn2)O[C@@H]1CO
→ 2.1, -0.5
C[C@@H]1CN([C@@H](C)CO)C(=O)c2cc(NC(=O)c3ccccc3)ccc2O[C@@H](C)CCCCO[C@@H]1CN(C)C(=O)Nc1cccc2ccccc12
→ /, 1.1
C[C@@H]1CN([C@H](C)CO)C(=O)Cc2cc(NC(=O)CCC(F)(F)F)ccc2O[C@H]1CN(C)Cc1ccc(C(=O)O)cc1
→ -2.8, /
COc1ccc(NC(=O)Nc2ccc3c(c2)[C@@H]2C[C@H](CC(=O)NCCc4ccccc4)O[C@H](CO)[C@@H]2O3)cc1
→ -2.0, 0.2
Cc1noc(C)c1NC(=O)Nc1ccc2c(c1)C(=O)N([C@@H](C)CO)C[C@H](C)[C@H](CN(C)S(=O)(=O)c1c(C)noc1C)O2
→ /, 12.6
O=C(CCN1CCCCC1)N[C@H]1CC[C@H](CCn2cc(-c3cccc(F)c3)nn2)O[C@H]1CO
→ 7.9, 0.2
Cc1ccc2nc(SCC(=O)NCc3ccccc3)[nH]c2c1
→ -2.2, 0.3
O=C(N[C@H]1CC[C@@H](CCNS(=O)(=O)c2ccc(F)cc2)O[C@@H]1CO)c1ccccn1
→ 7.5, 0.2
CN(C)Cc1cn(CC[C@@H]2CC[C@@H](NC(=O)Nc3ccccc3F)[C@H](CO)O2)nn1
→ 26.6, 0.1
CO[C@@H]1CN(C)C(=O)c2ccc(NS(=O)(=O)c3ccccc3C)cc2OC[C@H](C)NC[C@@H]1C
→ 1.0, 0.1
C=C[C@@](C)(O)CC/C=C(\C)C(=O)O[C@@H]1[C@@H]2O[C@]2(C)[C@H]2[C@H](O[C@@H]3O[C@H](CO)[C@@H](O)[C@H](O)[C@H]3O)OC=C[C@@]12O
→ /, 0.0
COc1cccc(S(=O)(=O)N(C)C[C@@H]2Oc3cc(C4=CCCCC4)ccc3S(=O)(=O)N([C@H](C)CO)C[C@H]2C)c1
→ 1.8, /
C[C@H](NC(=O)C[C@H]1C[C@@H]2c3cc(NC(=O)Cc4ccncc4)ccc3O[C@@H]2[C@@H](CO)O1)c1ccccc1
→ -5.7, 1.7
CCCNC(=O)Nc1ccc2c(c1)OC[C@@H](C)N(Cc1cccnc1)C[C@@H](C)[C@@H](OC)CN(C)C2=O
→ 2.2, 0.3
CCCN(C)C[C@@H]1OCCCC[C@@H](C)Oc2ccc(NC(=O)CCCN(C)C)cc2C(=O)N([C@H](C)CO)C[C@H]1C
→ -4.1, /
CC(=O)CSc1nc(N(C)C)nc(N(C)C)n1
→ 3.5, 0.1
C[C@@H]1CN([C@H](C)CO)C(=O)Cc2cc(NS(=O)(=O)c3cccs3)ccc2O[C@H]1CN(C)Cc1ccc(Cl)c(Cl)c1
→ /, -1.4
CC(C)NC(=O)N(C)C[C@H]1Oc2ccc(NS(=O)(=O)c3ccc(F)cc3)cc2CC(=O)N([C@H](C)CO)C[C@@H]1C
→ 8.4, 1.0
C[C@H]1CN([C@@H](C)CO)C(=O)Cc2cc(NC(=O)Cn3cnnn3)ccc2O[C@@H]1CN(C)Cc1ccc2c(c1)OCO2
→ /, -0.4
C[C@@H]1CN([C@H](C)CO)C(=O)c2cccc(NC(=O)Nc3ccc(C(F)(F)F)cc3)c2O[C@@H]1CN(C)C(=O)Nc1ccc(C(F)(F)F)cc1
→ /, 1.7
CCn1c(SCC(=O)Nc2ccc(Br)cc2F)nnc1-c1ccccc1Cl
→ -15.7, 0.5
C[C@@H]1CN([C@H](C)CO)S(=O)(=O)c2ccc(-c3cncnc3)cc2O[C@@H]1CN(C)C(=O)C1CCC1
→ 21.7, /
C[C@@H]1CN([C@H](C)CO)C(=O)Cc2cc(NC(=O)c3ccncc3)ccc2O[C@@H]1CN(C)Cc1ccc2c(c1)OCO2
→ 7.8, 1.1

Single records, as listed above. Order of screens: EZH2 inh, IDH1 R132H inh
`C[C@@H]1CN([C@H](C)CO)C(=O)Cc2cc(NC(=O)c3ccncc3)ccc2O[C@@H]1CN(C)Cc1ccc2c(c1)OCO2` in the list: 7.8, 1.1
`Cc1noc(C)c1NC(=O)Nc1ccc2c(c1)C(=O)N([C@@H](C)CO)C[C@H](C)[C@H](CN(C)S(=O)(=O)c1c(C)noc1C)O2` in the list: /, 12.6
`C[C@@H]1CN([C@H](C)CO)C(=O)Cc2cc(NS(=O)(=O)c3cccs3)ccc2O[C@H]1CN(C)Cc1ccc(Cl)c(Cl)c1` in the list: /, -1.4
`Cc1ccc2nc(SCC(=O)NCc3ccccc3)[nH]c2c1` in the list: -2.2, 0.3

Later entries.
Values run as follows: EZH2 inh, IDH1 R132H inh
COc1ccc(NC(=O)N(C)C[C@@H]2Oc3ccc(NC(=O)Nc4ccc(F)cc4)cc3C(=O)N([C@@H](C)CO)C[C@@H]2C)cc1
→ /, -2.9
CC(C)C#Cc1cnc2c(c1)C(=O)N([C@H](C)CO)C[C@@H](C)[C@@H](CN(C)C(=O)c1ccccc1F)O2
→ /, -0.2
Cc1ccc(S(=O)(=O)Nc2ccc3c(c2)CC(=O)N([C@@H](C)CO)C[C@H](C)[C@H](CN(C)CC2CC2)O3)cc1
→ -2.7, -0.1
COc1ccc(NC(=O)N(C)C[C@H]2OCCCC[C@H](C)Oc3ccc(NC(=O)C4CCCCC4)cc3C(=O)N([C@H](C)CO)C[C@H]2C)cc1
→ /, -3.5
O=C(Nc1ccccc1)NC1CC(C(=O)O)Nc2cc(Cl)cc(Cl)c21 (stereo not given)
→ /, -0.3
CO[C@H]1CN(C)C(=O)c2ccc(NC(=O)c3cnccn3)cc2OC[C@@H](C)N(C)C[C@@H]1C
→ 4.7, /
Cc1noc(C)c1NC(=O)N(C)C[C@H]1Oc2ccc(NS(=O)(=O)c3cccs3)cc2C(=O)N([C@@H](C)CO)C[C@@H]1C
→ /, 0.0
Cc1noc(C)c1S(=O)(=O)Nc1ccc2c(c1)C(=O)N([C@@H](C)CO)C[C@@H](C)[C@H](CN(C)S(C)(=O)=O)OCCCC[C@@H](C)O2
→ /, 1.4
C/C=C/c1cnc2c(c1)C(=O)N([C@@H](C)CO)C[C@@H](C)[C@H](CN(C)C(=O)c1cnccn1)O2
→ 1.9, 0.1
C[C@@H]1CN([C@@H](C)CO)C(=O)c2cc(/C=C/c3ccccc3)cnc2O[C@@H]1CN(C)C(=O)CN(C)C
→ -3.9, -2.4
Cc1ccc(CCC(=O)Nc2cc(Cl)cc(Cl)c2)o1
→ 33.1, -0.4
C[C@@H]1CN([C@H](C)CO)C(=O)c2cc(NS(C)(=O)=O)ccc2O[C@@H]1CN(C)Cc1ccc(-c2ccccc2)cc1
→ /, -1.7
C[C@H](CO)N1C[C@H](C)[C@@H](CN(C)C(=O)NC2CCCCC2)Oc2c(NS(=O)(=O)c3ccc(Cl)cc3)cccc2C1=O
→ -1.6, /
C[C@@H]1CN([C@H](C)CO)C(=O)c2cc(NS(=O)(=O)c3ccc(F)cc3)ccc2O[C@@H]1CN(C)S(=O)(=O)c1ccccc1
→ /, 0.2
O=C(O)CSc1nnc2n(CCc3ccccc3)c(=O)c3c4c(sc3n12)CCCC4
→ -4.5, -0.3
Cc1ccc(NC(=O)C(C)n2nc([N+](=O)[O-])c(Br)c2C)cc1Cl (stereo not given)
→ -9.0, 0.3
CC(=O)N(C)C[C@H]1Oc2ncc(-c3cncnc3)cc2C(=O)N([C@H](C)CO)C[C@@H]1C
→ -3.3, -0.1
COc1ccc(-c2cnc3c(c2)C(=O)N([C@H](C)CO)C[C@H](C)[C@H](CN(C)Cc2ccccc2)O3)cc1
→ 3.3, -0.9
C[C@H](CO)N1C[C@H](C)[C@H](CN(C)C(=O)CCCN(C)C)OCCCC[C@H](C)Oc2ccc(NC(=O)NC3CCCCC3)cc2C1=O
→ /, 3.9
COc1ccc(CCNC(=O)c2cc(-c3ccccc3)on2)cc1OC
→ -4.6, 0.1
O=C(C[C@@H]1C[C@H]2c3cc(NC(=O)Nc4ccc(C(F)(F)F)cc4)ccc3O[C@H]2[C@@H](CO)O1)NCc1ccc2c(c1)OCO2
→ -27.0, -0.1
COc1ccc(NC(=O)Nc2ccc3c(c2)C(=O)N([C@H](C)CO)C[C@@H](C)[C@@H](CN(C)S(=O)(=O)c2ccc(Cl)cc2)O3)cc1
→ /, 0.4
O=C(Cc1ccccc1)N[C@H]1C=C[C@H](CC(=O)N2CCOCC2)O[C@H]1CO
→ -4.5, 0.1
C[C@@H]1CN([C@H](C)CO)C(=O)Cc2cc(NC(=O)Cn3cnnn3)ccc2O[C@H]1CN(C)Cc1ccc(C(=O)O)cc1
→ /, 7.8
C[C@@H]1CN([C@@H](C)CO)C(=O)c2cc(NS(=O)(=O)c3ccc(Cl)cc3)ccc2O[C@@H]1CN(C)C
→ /, -0.4
O=C(C[C@H]1C=C[C@@H](NC(=O)CC2CC2)[C@H](CO)O1)NCc1ccc(-c2ccccc2)cc1
→ 0.1, 0.0
C[C@@H]1CN([C@@H](C)CO)S(=O)(=O)c2ccc(C3=CCCCC3)cc2O[C@@H]1CN(C)S(=O)(=O)c1ccc(F)cc1
→ 25.6, /
COc1ccccc1C#Cc1cnc2c(c1)C(=O)N([C@H](C)CO)C[C@@H](C)[C@@H](CN(C)C(=O)CN(C)C)O2
→ -21.5, -1.3
C[C@@H]1CCCCO[C@H](CN(C)Cc2ccc3c(c2)OCO3)[C@H](C)CN([C@H](C)CO)C(=O)c2cc(NC(=O)CCC(F)(F)F)ccc2O1
→ /, -0.1
C[C@@H]1CN([C@@H](C)CO)C(=O)c2cc(NC(=O)Nc3ccc(F)cc3)ccc2O[C@@H]1CN(C)Cc1ccncc1
→ 0.2, 4.0
COc1ccc(NC(=O)N(C)C[C@H]2Oc3cc(C#CCN(C)C)ccc3S(=O)(=O)N([C@H](C)CO)C[C@H]2C)cc1
→ /, 0.2
O=C(NCC[C@@H]1CC[C@@H](NC(=O)C2CCC2)[C@@H](CO)O1)c1cnccn1
→ 3.8, -0.3
COC(=O)C[C@H]1C=C[C@@H](NC(=O)Nc2ccc(C(F)(F)F)cc2)[C@@H](CO)O1
→ 5.7, 0.5
C=CCN1CCCc2c(-c3ccc(OCCO)cc3)noc2-c2cc(OC)c(OC)cc2CC1
→ -9.5, /
O=C(C[C@H]1C[C@@H]2c3cc(NC(=O)NC4CCCC4)ccc3O[C@@H]2[C@@H](CO)O1)NCCN1CCCCC1
→ 7.7, 0.0
CO[C@H]1CN(C)C(=O)c2cc(NC(=O)Nc3cccc(Cl)c3)ccc2OC[C@@H](C)NC[C@@H]1C
→ -7.7, -0.1
O=C(Cc1ccccn1)NCC[C@@H]1CC[C@@H](NS(=O)(=O)c2ccc(F)cc2)[C@@H](CO)O1
→ 1.6, 0.1
C[C@@H]1CN([C@H](C)CO)C(=O)c2cc(NS(=O)(=O)c3ccccc3)ccc2O[C@@H]1CN(C)C(=O)Nc1ccccc1
→ 2.0, 0.4
Cc1cc(C(=O)Nc2cccc3c2O[C@H](CN(C)Cc2ccncc2)[C@@H](C)CN([C@@H](C)CO)C3=O)n(C)n1
→ 0.4, /

Bioassay records deposited in PubChem by Broad Institute.
